APJ agonist – APJ receptor agonism | P35414 | CHO-K1 APJ PathHunter beta-arrestin, luminescence; 0% DMSO wells, 100% apelin | activation, % at 20 µM | actives 0.11% (n = 330,000) | AID 2520;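 active = activation more than six SD over the plate average, tested at 20 µM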;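 also: 0% = DMSO alone and 100% = apelin-13 at 10 nM; some results filed as inactive read as strong as hits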
Target sequence (P35414 whole entry, looked up): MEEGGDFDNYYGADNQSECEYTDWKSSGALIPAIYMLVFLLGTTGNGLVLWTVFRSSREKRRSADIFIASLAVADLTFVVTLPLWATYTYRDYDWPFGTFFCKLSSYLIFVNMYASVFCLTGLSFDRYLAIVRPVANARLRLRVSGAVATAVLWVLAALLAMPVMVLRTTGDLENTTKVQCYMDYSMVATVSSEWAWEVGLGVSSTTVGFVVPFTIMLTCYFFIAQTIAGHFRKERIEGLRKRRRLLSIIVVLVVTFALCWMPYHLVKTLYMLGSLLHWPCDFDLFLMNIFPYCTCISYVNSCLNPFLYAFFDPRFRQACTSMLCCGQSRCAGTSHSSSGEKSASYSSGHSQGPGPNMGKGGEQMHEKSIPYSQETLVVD
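Test system – PathHunter CHO-K1 APJ (AGTRL-1) beta-arrestin reporter cells · Input – 1000 cells/well · Compound – single test compound dose, 20 µM final, 1% DMSO · Times – compound stimulation 90 min at 25 °C, detection 60 min · Technique – beta-gal luminescence · Read-out basis – APJ–arrestin association signal · Control set – negative DMSO alone, positive Apelin-13 at 10 nM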
tim23-1 inh – inhibits growth of tim23-1 mutant yeast; S. cerevisiae tim23-1 growth, BacTiter-Glo luminescence, 24 h; inhibition, % at 20 µM; actives 1.3% (n = 330,000);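 active = growth inhibition of the mutant yeast at or above 50%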;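 also: temperature-sensitive mutant grown at 25 °C; plate controls were DMSO-treated mutant yeast for no effect and medium wells lacking yeast for full effect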
Mdm2-MdmX inh – disrupts the human Mdm2-MdmX interaction | O15151+Q00987 | SaOS-2 split-luciferase Mdm2/MdmX complementation, luminescence | inhibition, % at 8 µM | actives 3% (n = 330,000) | AID 485346;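 active = inhibition of at least 50% at 8 µM in the primary screen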
697 NFkB inh – lowers PMA/ionomycin-induced NF-kB signal in 697 B cells. actives 0.33% (n = 330,000). 697 B-cell NF-kB luciferase reporter, 16 h. inhibition, % at 4 µM. AID 435022; in the data active = inhibition above about 35%
UPR XBP1 act – adaptive UPR (XBP1) activation; CHO-XBP1 luciferase reporter, IRE1-XBP1 UPR activation, luminescence; percent of tunicamycin response, DMSO as zero; activation, % at 20 µM; actives 0.33% (n = 330,000);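 active = versus positive control, 20 µM dose yields 30% or more activation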;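 also: 100% = tunicamycin at 10 µg/mL and 0% = DMSO only wells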
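assay system = CHO-XBP1 luciferase reporter cells | amount = 1000 cells/well | buffer or medium = F12 plus 10% FBS | compound dosing = single point, 20 µM final compound, 1% DMSO | incubation = 16-18 h cell attachment at 37 °C, then 6 h compound exposure | detection = Steady-Glo luminescence read | controls = tunicamycin 10 µg/mL and vehicle-only wells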
CHOP UPR activ – apoptotic UPR (CHOP) activation. AID 449763. activation, % at 10 µM. actives 0.34% (n = 330,000). CHO-CHOP luciferase reporter, luminescence; percent of tunicamycin response over DMSO baseline;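 active = at 10 µM dose, activation of 40% or more, normalized to positive control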;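 also: 100% = tunicamycin at 10 µg/mL and 0% = DMSO alone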
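Dosing – one dose, 10 µM in 0.5% DMSO · System – CHO-CHOP cells, stable luciferase reporter of PERK-eIF2a-CHOP signalling · Input – 500 cells/well · Control set – tunicamycin 10 µg/mL final as positive, DMSO-only wells as negative · Timing – 6 h compound treatment, 37 °C · Measure – % activation vs tunicamycin · Technique – luminescence read with Steady-Glo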
APJ antagonist – antagonists of human APJ apelin receptor. P35414. CHO-K1 APJ beta-arrestin complementation, luminescence. inhibition, % at 20 µM. actives 0.32% (n = 330,000). AID 2521;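 active = inhibition above about 40% at 20 µM, limit read from the data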;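 also: cells challenged with 10 nM apelin-13 agonist together with compound; plate controls were apelin-13 plus DMSO wells for no effect and DMSO wells lacking apelin-13 for full effect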
Jurkat NFkB inh – lowers PMA/ionomycin-induced NF-kB signal in Jurkat cells | PMA/ionomycin-induced NF-kB luciferase reporter, luminescence | inhibition, % at 4 µM | actives 0.53% (n = 330,000) | AID 435003; in the data active = inhibition above about 50%
* = called active by the depositor; . = no result given; & = joins results of further samples.

SMILES	APJ agonist	tim23-1 inh	Mdm2-MdmX inh	697 NFkB inh	UPR XBP1 act	CHOP UPR activ	APJ antagonist	Jurkat NFkB inh
CCC(=O)NC1=C(Nc2ccc(N)cc2)C(=O)c2ccccc2C1=O	-1	6	7	-93	-3	0.9	-1	-69
COc1ccc(CCN(C)c2ccc(C(N)=O)cc2[N+](=O)[O-])cc1OC	-4	6	-18	6	0	-1.2	10	6
COC(=O)CC1(c2cccc3ccccc23)C(=O)c2ccccc2C1=O	-2	42	30	-9	0	-0.9	-6	-8
CCOC(=O)c1nn(-c2ccccc2C)c2nc(-c3ccc(C)cc3)c(C#N)c(=O)n12	1	2	-8	-6	-2	-2.2	5	4
Cc1ncsc1CCSc1n[nH]c(=O)n1-c1ccccc1	0	4	13	-6	0	-1.1	16	-2
COc1ccc(-c2csc3nc(-c4ccccc4F)oc(=O)c23)cc1	-2	24	44	-68	2	7.7	9	8
O=C(CC1NCCNC1=O)Nc1ccc(Cl)c(Cl)c1 (centres undefined)	-1	-9	3	-11	2	0.1	-2	-2
O=C(O)CCCCCNS(=O)(=O)c1c(Cl)cccc1Cl	-3	2	-1	-20	0	-1.7	3	-17
O=C(CCS(=O)(=O)c1ccccc1)Nc1nc2cc3c(cc2s1)OCO3	1	13	25	-26	3	2.5	-23	0
O=C(COc1ccccc1-c1ccccc1)NN=C1CCCC1	-2	29	5	-8	-5	-0.4	-1	2
Cc1cccc(NS(=O)(=O)c2cccs2)n1	-6	1	6	5	4	-0.8	-6	10
O=C(Nc1ccc(NC(=O)C2CC2)cc1)c1ccco1	-4	33	-4	-36	0	4.4	26	-60
O=C(Nc1cccc(F)c1)C1CCCN(S(=O)(=O)c2cnc[nH]2)C1 (centres undefined)	-2	2	-1	-3	-4	-0.6	-2	-2
CC(C)(C)n1nnnc1C(c1cccs1)N1CCN(c2ccccc2)CC1 (centres undefined)	-1	17	11	3	3	-0.8	18	1
CCCCN(C(=O)c1ccc(S(=O)(=O)N2CCOCC2)cc1)C1CCS(=O)(=O)C1 (centres undefined)	-6	-4	3	28	-4	-0.1	4	2
C[C@@H](O)[C@@H]1NC(=O)c2cc([N+](=O)[O-])cc(I)c2NCC[C@@H](C(N)=O)NC(=O)CNC1=O	-2	4	7	3	-3	1.1	12	-1
CS(=O)(=O)c1sc(C#N)c2c1C(=O)CC(c1ccccc1)C2 (centres undefined)	-5	-12	99*	1	-11	-11	84*	21
CC(=O)NC1(C(F)(F)F)N=C(c2ccccc2)NC1=O (centres undefined)	-3	1	4	14	2	2.2	4	5
CC(=O)CSc1nnc2c3ccccc3nc(C(C)(C)C)n12	0	44	15	-10	-1	-1.4	10	-15
COc1cc2c(cc1OC)C(c1ccc(-c3ccccc3Cl)o1)=NCC2	-1	49	-4	-5	-2	-1.4	9	26
O=C(CSc1nc2ccccc2c(=O)n1-c1ccc(F)cc1)NC1CC1	-4	13	12	16	2	0.3	7	5
COc1ccc(C2=NOC(Cn3nc(C(=O)NCc4ccccc4OC)cc3-c3ccccc3)C2)cc1 (centres undefined)	1	18	23	12	-3	2.5	-29	-6
O=C(N/N=C/c1ccco1)c1cc(C2CC2)[nH]n1	-2	7	-2	-23	-2	4.9	-4	-23
Cc1ccccc1NC(=O)c1ccc(NC(=O)C2CCCO2)cc1 (centres undefined)	1	3	15	3	-1	3.2	4	-10
CC(C)c1ccc(-n2nc3ccc(N)cc3n2)cc1	1	28	-183	-95	3	-1.2	13	-169
Cc1cccc(OCC(=O)NCCN2CCOCC2)c1	-5	6	9	15	0	0.4	27	7
CCN(CC)C(=O)Oc1ccccc1NC(C)=O	-4	19	-10	-6	6	3.1	7	-15
COc1ccc(C2(c3ccc(OC)cc3)NC(=O)N(CC(=O)Nc3ccc(N4CCOCC4)cc3)C2=O)cc1	0	-6	13	1	-1	0.4	21	-6
O=C(CCS(=O)(=O)CCN1CCOCC1)NCNC(=O)CCS(=O)(=O)CCN1CCOCC1	-5	17	5	4	-1	0.8	7	2
O=c1[nH]c2ccccc2cc1CN(c1ccccc1)S(=O)(=O)c1ccccc1	0	7	-3	-5	2	0.5	1	2
CCn1c(=S)[nH]c2cc(S(=O)(=O)N3CCCCC3)ccc21	1	3	82*	36*	1	-2.2	12	3
O=C(Nc1cccc2cccnc12)c1cc(F)c(F)cc1Cl	-1	24	-28	-29	7	3.2	9	-25
Cc1cc(C)n(C(=O)c2ccc(C)o2)n1	1	17	-19	16	0	0.4	8	7
COCCCNC(=O)Cn1cnc2c(NCc3ccccc3)ncnc21	.	33	31	24	0	3.9	.	.
COc1ccc2cc(C(=O)O)ccc2c1	0	6	-8	1	2	-2.9	-8	-8
COc1cccc(C2Nc3ccc4ccccc4c3C3=C2C(=O)CCC3)c1O (centres undefined)	-4	0	30	-14	57*	1.7	-14	-23
Cc1ccccc1NC(=O)NC1CCS(=O)(=O)C1 (centres undefined)	-4	-5	38	14	1	-0.4	10	16
Cc1ccccc1-c1n[nH]c(=S)n1C	-5	-4	39	0	1	-1.8	9	10
Cc1cc(NC(=O)COC(=O)Cn2[nH]c(=O)c3ccccc3c2=O)c([N+](=O)[O-])cc1C	-3	-4	-5	-2	0	0.0	4	-2
COC(=O)c1cc(C(=O)OCC(=O)NC(=O)c2ccccc2)cc([N+](=O)[O-])c1	7	10	4	-3	-3	1.3	-9	5
CC(=O)N/C(=C\c1ccc(Cl)cc1)C(=O)O	-6	10	0	-13	-3	-1.3	-5	-4
CCn1c(CC(=O)Nc2ccc(C)cc2)nnc1SCC(=O)N1CCN(c2ccccc2)CC1	-2	-1	22	-1	-2	-0.6	1	-3
Cc1cc(NS(=O)(=O)c2ccc(NC(=O)c3cc(-c4ccccc4Cl)nc4ccccc34)cc2)no1	-2	7	-5	18	3	0.8	2	8
O=C(Nc1ccccc1C(=O)Nc1ccccc1)c1ccco1	0	2	25	12	-4	0.1	0	4
COc1ccc(NC(=O)COC(=O)C23CCC(=O)N2c2ccccc2S3)cc1 (centres undefined)	-4	5	-4	2	-1	-0.6	0	6
CCN(CC(=O)Nc1c(F)cccc1F)C(=O)c1ccc(COc2ccccc2)cc1	-3	29	6	6	-1	4.3	6	0
CC(/C=C\c1cccnc1)=C/C(=O)O	2&-4	-6&-2	13&13	21&13	-2&0	-0.2&4.6	5&-3	-10&-3
COC(=O)Nc1ncc(CN2CCc3ccccc3C2)s1	4	9	16	10	-6	-2.7	9	-5
COCCNC(=O)c1onc(CSc2ccccc2F)c1C(=O)O	-4	-1	-17	4	-1	2.4	-4	4
CC(=O)N1CCN(C(=O)CCc2nc3ccccc3c(=O)[nH]2)CC1	-6	2	-11	6	-1	1.1	11	12
CCC(C)NC(=O)COC(=O)c1ccccc1OCC(=O)Nc1ccc(Br)cc1 (centres undefined)	-3	-3	43	-7	3	1.2	-10	9
O=C(Cc1cccs1)NC(Cc1c[nH]c2ccccc12)C(=O)O (centres undefined)	2	10	7	7	-1	0.1	15	-4
Cc1ccc(N2C(=O)NC(NC(=O)C3CC3)(C(F)(F)F)C2=O)cc1 (centres undefined)	-1	5	0	9	0	5.1	6	4
CNC(=O)C1CCC(=O)N1Cc1ccccc1Cl (centres undefined)	-5	-5	4	10	2	1.4	20	17
COc1ccc(NC(=O)CN(C)CC(=O)NCC2CCCCC2)cc1	-9	-8	-13	24	-2	0.4	18	-5
CC1CC(C)CN(S(=O)(=O)c2ccc3c(c2)oc(=O)n3CC(=O)NCCCOC(C)C)C1 (centres undefined)	-4	7	5	-2	-3	1.0	-20	-2
COc1cccc(/C=C/C(=O)NNC(=O)c2ccco2)c1OC	1	7	7	-53	0	-1.9	1	-47
CC12CC3CC(C)(C1)CC(C(=O)Nc1nncs1)(C3)C2	-3	38	4	-16	-5	2.1	-5	9
CCOCCOC(=O)CCSc1n[nH]c(=O)[nH]c1=O	-3	-2	14	24	-2	-1.4	9	6
O=C(C[n+]1cccc(Br)c1)c1cccs1	-3	2	14	-5	-4	2.2	12	-1

As a short view, some entries already given:
SMILES	APJ agonist	tim23-1 inh	Mdm2-MdmX inh	697 NFkB inh	UPR XBP1 act	CHOP UPR activ	APJ antagonist	Jurkat NFkB inh
O=C(Nc1ccccc1C(=O)Nc1ccccc1)c1ccco1	0	2	25	12	-4	0.1	0	4
COc1ccc(NC(=O)COC(=O)C23CCC(=O)N2c2ccccc2S3)cc1 (centres undefined)	-4	5	-4	2	-1	-0.6	0	6
CCN(CC(=O)Nc1c(F)cccc1F)C(=O)c1ccc(COc2ccccc2)cc1	-3	29	6	6	-1	4.3	6	0
CC(/C=C\c1cccnc1)=C/C(=O)O	2&-4	-6&-2	13&13	21&13	-2&0	-0.2&4.6	5&-3	-10&-3
COC(=O)Nc1ncc(CN2CCc3ccccc3C2)s1	4	9	16	10	-6	-2.7	9	-5
COCCNC(=O)c1onc(CSc2ccccc2F)c1C(=O)O	-4	-1	-17	4	-1	2.4	-4	4
CC(=O)N1CCN(C(=O)CCc2nc3ccccc3c(=O)[nH]2)CC1	-6	2	-11	6	-1	1.1	11	12
CCC(C)NC(=O)COC(=O)c1ccccc1OCC(=O)Nc1ccc(Br)cc1 (centres undefined)	-3	-3	43	-7	3	1.2	-10	9
O=C(Cc1cccs1)NC(Cc1c[nH]c2ccccc12)C(=O)O (centres undefined)	2	10	7	7	-1	0.1	15	-4
Cc1ccc(N2C(=O)NC(NC(=O)C3CC3)(C(F)(F)F)C2=O)cc1 (centres undefined)	-1	5	0	9	0	5.1	6	4
CNC(=O)C1CCC(=O)N1Cc1ccccc1Cl (centres undefined)	-5	-5	4	10	2	1.4	20	17
COc1ccc(NC(=O)CN(C)CC(=O)NCC2CCCCC2)cc1	-9	-8	-13	24	-2	0.4	18	-5
CC1CC(C)CN(S(=O)(=O)c2ccc3c(c2)oc(=O)n3CC(=O)NCCCOC(C)C)C1 (centres undefined)	-4	7	5	-2	-3	1.0	-20	-2
COc1cccc(/C=C/C(=O)NNC(=O)c2ccco2)c1OC	1	7	7	-53	0	-1.9	1	-47
CC12CC3CC(C)(C1)CC(C(=O)Nc1nncs1)(C3)C2	-3	38	4	-16	-5	2.1	-5	9
CCOCCOC(=O)CCSc1n[nH]c(=O)[nH]c1=O	-3	-2	14	24	-2	-1.4	9	6
O=C(C[n+]1cccc(Br)c1)c1cccs1	-3	2	14	-5	-4	2.2	12	-1

The results go on.
SMILES	APJ agonist	tim23-1 inh	Mdm2-MdmX inh	697 NFkB inh	UPR XBP1 act	CHOP UPR activ	APJ antagonist	Jurkat NFkB inh
Cc1cccc(-n2ncc3c(N4CC(C)CC(C)C4)ncnc32)c1 (centres undefined)	1	31	-137	-199	1	10	-8	-166
Cc1cc(-c2ccccc2C(=O)O)on1	2	7	-10	0	2	2.3	-4	-3
COc1cc(OC)c(OC)cc1/C=C/C(=O)c1ccc(NS(=O)(=O)c2ccc(C)cc2)cc1	-1	18	59*	-10	-2	1.4	12	26
c1ccc2c3c([nH]c2c1)CCNC3	-4	6	20	4	-1	0.1	1	-2

Bioassay records: PubChem BioAssay, Sanford-Burnham Center for Chemical Genomics
